GLS inhibitor = blocks human kidney-isoform glutaminase activity; 0.21% of 410,000 active; Potency, µM (series often up to 45.5 µM), for inactives: at the top dose activity change, negative = inhibition, actives largely listed as inhibitors; GLS enzymatic activity, qHTS titration; O94925; note: potency is the fitted concentration of half-maximal effect; % is set by controls: 0 for no effect and ±100 for the full control effect
Target sequence (O94925 whole entry, looked up, canonical isoform): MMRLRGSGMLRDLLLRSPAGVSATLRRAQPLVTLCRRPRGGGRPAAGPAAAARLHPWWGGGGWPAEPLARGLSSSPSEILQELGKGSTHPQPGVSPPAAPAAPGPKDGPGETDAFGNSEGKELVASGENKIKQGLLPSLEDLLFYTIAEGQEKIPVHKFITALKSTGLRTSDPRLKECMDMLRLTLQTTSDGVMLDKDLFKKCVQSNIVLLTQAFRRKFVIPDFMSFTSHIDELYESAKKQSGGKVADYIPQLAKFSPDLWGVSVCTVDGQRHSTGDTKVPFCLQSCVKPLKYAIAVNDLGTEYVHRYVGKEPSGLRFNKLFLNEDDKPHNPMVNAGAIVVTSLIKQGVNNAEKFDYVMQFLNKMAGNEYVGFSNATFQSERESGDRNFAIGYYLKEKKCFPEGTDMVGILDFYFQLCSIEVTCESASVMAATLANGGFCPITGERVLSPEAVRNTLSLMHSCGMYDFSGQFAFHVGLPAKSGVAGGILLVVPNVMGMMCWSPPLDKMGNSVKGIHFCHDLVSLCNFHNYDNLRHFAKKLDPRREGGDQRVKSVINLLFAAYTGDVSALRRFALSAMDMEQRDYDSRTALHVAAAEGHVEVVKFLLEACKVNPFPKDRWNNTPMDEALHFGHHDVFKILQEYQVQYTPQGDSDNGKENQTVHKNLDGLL
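Glutamate formation by hKGA was monitored fluorometrically using coupled glutamate oxidase, HRP and Amplex Red. Substrate was added as 1 mM L-glutamine solution; incubation was 30 min at RT after an initial read.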
ALOX12 inh = inhibitors of human 12S-lipoxygenase ALOX12. purified 12hLO, xylenol orange hydroperoxide absorbance. 1.1% of 580,000 active. P18054. AID 1671190. Potency, µM (titrated, usually from 108 µM), for the others: at the top dose activity change, negative = inhibition, usual class: inhibitors; note: potency is the fitted concentration of half-maximal effect; % is set by controls: 0 for no effect and ±100 for the full control effect
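Purified human 12hLO (150 nM final) in 25 mM Hepes, 0.01% Triton X-100, pH 7.0 was preincubated 15 min at room temperature with compound. Then 40 uM arachidonic acid was added, 30 min. Hydroperoxide was read by Fe-XO absorbance ratio 573/405 nm.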
PI4K2A inh = inhibitors of human PI4K2A | Q9BTU6 | purified PI4K2A, ADP-Glo luminescence, 1 h; stronger effect = lower value | activity change, negative = inhibition, % at 76.9 µM | 0.13% of 420,000 active; in the data active = activity change below about -50%; inconclusive = mostly about -30% to -49%;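 note: -100% = wells without enzyme as full effect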
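PI4K2A activity was measured by ADP-Glo luminescence: enzyme (4 ug/mL stock) and phosphatidylinositol (1.2 mM stock) in Tris pH 7.5/MgCl2/EGTA/Triton X-100 buffer were reacted with ATP (300 microM stock) for one hour at ambient temperature.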
G9a inh = G9a (human) methyltransferase inhibition | Q96KQ7 | G9a H3K9 monomethylation, AlphaScreen, 2 h | Potency, µM (highest dose often 102 µM), for inactives: top-dose activity, negative = inhibition, most hits filed as inhibitors | 8.8% of 350,000 active | AID 504332; note: potency is the fitted concentration of half-maximal effect; % is set by controls: 0 for no effect and ±100 for the full control effect; nearly all actives have a fitted effect of over 75% in size
Target sequence (Q96KQ7 913-1193 limits assumed): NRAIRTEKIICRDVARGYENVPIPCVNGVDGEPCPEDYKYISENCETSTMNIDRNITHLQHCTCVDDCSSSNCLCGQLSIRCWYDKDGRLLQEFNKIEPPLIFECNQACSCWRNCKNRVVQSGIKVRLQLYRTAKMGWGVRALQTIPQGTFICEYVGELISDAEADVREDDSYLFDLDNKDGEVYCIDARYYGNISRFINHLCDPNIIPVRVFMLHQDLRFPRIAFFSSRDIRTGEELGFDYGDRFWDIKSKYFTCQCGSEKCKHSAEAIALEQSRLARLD
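Step 1: enzyme (final 20 nM) with compound, 15 min RT. Step 2: substrate peptide 500 nM and SAM 20 uM, 2 h RT. Step 3: anti-H3K9me1 antibody and AlphaScreen beads, 10 min, then plate read.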
ERG-DNA inh = ERG Ets/DNA interaction inhibition; P11308; fluorescence polarization, His-ERG Ets domain / labelled DNA; Potency, µM (series often up to 76.9 µM), inactives show at the highest dose FP activity, negative = inhibition, usual class: inhibitors; 0.028% of 370,000 active; AID 624246; active = well fitted inhibition curve with a large enough effect in the polarisation, with a control signal flat; inconclusive = small, poorly fitted or top-dose-only effect, or effect the other way, or a change in a side signal; inactive = no such curve, though single readings can be large or run the other way; the % refers to the polarisation;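 note: polarization taken with two DNA probes labelled with fluorescein and Texas red; potency is the fitted concentration of half-maximal effect; % of control where 0% means no effect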
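His-tagged ERG Ets domain (1 uM in the protein solution; 300mM KCl, 50mM Tris-HCl, 1mM EDTA, 1mM DTT, pH 7.5) received compound, then a probe mix of 5 nM fluorescein-DNA and 100nM Texas-615-DNA. Fluorescence polarization was read for both dyes.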
HP1b chromo inh = inhibitors of HP1-beta chromodomain binding to methylated histone tails; AlphaScreen HP1-beta / biotin-H3K9me3 peptide binding; Potency, µM (top dose mostly 114 µM), inactives show at the top dose activity change, negative = inhibition, actives largely listed as inhibitors; P83916; 0.56% of 390,000 active; AID 540317; note: potency is the fitted concentration of half-maximal effect; nearly all actives have a fitted effect of over 70% in size; inactives centre near 23
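Compound inhibition of the preformed complex between 50 nM HP1-beta and 50 nM biotinylated H3K9me3 peptide was read by AlphaScreen. Buffer was PBS pH 7.4 with 0.01% Tween-20. Incubations ran 30 min at room temperature, with 10 ug/mL donor/acceptor beads.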
JMJD2A Tudor = JMJD2A Tudor domain (human) inhibition; AlphaScreen JMJD2A-Tudor / H3K4me3 peptide binding; Potency, µM (titrated, usually from 114 µM), inactives show top-dose activity change, negative = inhibition, most hits filed as inhibitors; 4.4% of 390,000 active; AID 504339; note: potency is the fitted concentration of half-maximal effect; % is set by controls: 0 for no effect and ±100 for the full control effect; nearly all actives have a fitted effect of over 50% in size
RGS4 inhibitor = inhibitors of human regulator of G protein signaling 4; P49798; Transcreener GDP fluorescence polarization, RGS4-accelerated GTP hydrolysis; Potency, µM (top dose mostly 114 µM), without a hit: top-dose activity change, negative = inhibition, usual class: inhibitors; 0.039% of 390,000 active; AID 504845; note: potency is the fitted concentration of half-maximal effect; % is set by controls: 0 for no effect and ±100 for the full control effect; nearly all actives have a fitted effect of over 75% in size; some results filed as inactive show a strong effect at the top dose
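MLSMR compounds (23 nl, pin-transferred) preincubated 10 min at room temperature with a 500nM (2x) first reagent, then RGS4 at 900nM (2x) plus Transcreener GDP mix added; fluorescence polarization (620/688 nm) read before and after 90 min at 30 °C.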
BAZ2B inh = blocks human BAZ2B | AlphaScreen BAZ2B-H3K14Ac peptide displacement | Potency, µM (highest dose often 114 µM), for the others: at the top dose activity change, negative = inhibition, usual class: inhibitors | 4.4% of 360,000 active | AID 504333; note: potency is the fitted concentration of half-maximal effect; % is set by controls: 0 for no effect and ±100 for the full control effect; nearly all actives have a fitted effect of over 60% in size
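AlphaScreen displacement: compounds (up to 110uM) incubated 30 min at room temperature with a preformed 50 nM BAZ2B/50 nM biotinylated H3K14Ac peptide complex in PBS pH 7.4 with Tween-20. Donor and acceptor beads at 10 ug/mL final added, 20 min light-protected before reading.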
Starred values were filed as active, the others as inactive; ? = inconclusive; / = not tested or not shown; [ ] = remark or other dose. Unless noted, calls come from the whole dose curve; as a rule, active = well fitted curve in the direction sought with a large enough effect; inconclusive = small, poorly fitted or top-dose-only effect, or another doubt; inactive = no such curve, though single readings can be large; an effect the other way counts as inactive or inconclusive.

HP1b chromo inh	PI4K2A inh	ERG-DNA inh	JMJD2A Tudor	G9a inh	ALOX12 inh	GLS inhibitor	BAZ2B inh	RGS4 inhibitor	structure
?	-0.1	1.9%	31.6µM*	44.7µM*	?	74.3%[activator]	50.1µM*	-30.5%	C[C@@H]1O[C@@H](Oc2c(-c3cc(O)c(O)c(O)c3)oc3cc(O)cc(O)c3c2=O)[C@H](O)[C@H](O)[C@H]1O
22.2%	-2.7	-7.1%	-16.3%	?	9.8%	-14.7%	?	2.8%	CCc1cc(=O)oc2cc(C)cc(OCC(=O)NC(Cc3c[nH]c4ccc(O)cc34)C(=O)O)c12 (stereo unspecified)
64.0%[activator]	2.9	1.8%	32.1%	21.6%[59 µM]	-25.7%	6.5%	1.8%	-11.7%	Cc1ccc(OCC(=O)NC2CCCc3ccccc32)c(C)c1 (stereo unspecified)
27.2%	1.5	-1.7%	-9.9%	56.2µM*	-8.0%	11.1%	-29.9%	29.2%	COc1ccc(CC(CC(=O)O)C(=O)NCc2ccccc2)cc1 (stereo unspecified)
-8.2%	-3.0	4.5%	-13.1%	10.8%	16.0%	0.4%	-2.7%	5.0%	O=C(c1cc(S(=O)(=O)N2CCOCC2)c(Cl)cc1Cl)N1CCCCC1CO (stereo unspecified)
38.3%	-1.6	-3.3%	0.0%	-0.5%[59 µM]	-26.3%	-0.5%	7.3%	13.7%	Cc1ccc(SCC(=O)NCc2ccncc2)cc1
44.3%	3.6	6.0%	-10.1%	-44.1%	0.0%	-1.3%	4.5%	-0.5%	CC1CCCN(C(=O)Cn2cnc3c2c(=O)n(C)c(=O)n3C)C1 (stereo unspecified)
31.5%	-0.9	-5.1%	4.1%	19.5%	5.9%	-11.4%	-2.5%	-15.4%	O=C(Cc1ccc2ccccc2c1)Nc1ccccc1Br
13.2%	4.3	-0.1%	-13.8%	1.3%	4.9%	1.4%	9.3%	12.4%	O=S(=O)(c1ccc(F)cc1)N1CCN(C(=S)NCC2CCCO2)CC1 (stereo unspecified)
-13.9%	-1.9	10.9%	?	/	39.8µM*	-3.9%	/	-32.8%	COc1ccc(CNC(=O)C[C@H]2C[C@H](C(=O)N3CCOCC3)[C@@]3(CCC4CCCC4)c4[nH]c5cc(-c6ccco6)ccc5c4CCN3C2=O)cc1OC
32.2%[activator]	-0.4	0.0%	-9.7%	-28.7%	4.0%	6.0%	9.0%	19.9%	Cn1cnnc1SCC(=O)NNC(=O)COc1ccc(Cl)cc1
28.6%	6.4	9.5%	-13.9%	72.1%[activator]	-12.4%	-13.0%	-14.8%	-1.8%	CCc1[nH]nc(C(=O)N2CCCC(CO)(Cc3ccc(F)cc3F)C2)c1C (stereo unspecified)

Five records drawn at random from those above, as already listed:
HP1b chromo inh	PI4K2A inh	ERG-DNA inh	JMJD2A Tudor	G9a inh	ALOX12 inh	GLS inhibitor	BAZ2B inh	RGS4 inhibitor	structure
-13.9%	-1.9	10.9%	?	/	39.8µM*	-3.9%	/	-32.8%	COc1ccc(CNC(=O)C[C@H]2C[C@H](C(=O)N3CCOCC3)[C@@]3(CCC4CCCC4)c4[nH]c5cc(-c6ccco6)ccc5c4CCN3C2=O)cc1OC
38.3%	-1.6	-3.3%	0.0%	-0.5%[59 µM]	-26.3%	-0.5%	7.3%	13.7%	Cc1ccc(SCC(=O)NCc2ccncc2)cc1
27.2%	1.5	-1.7%	-9.9%	56.2µM*	-8.0%	11.1%	-29.9%	29.2%	COc1ccc(CC(CC(=O)O)C(=O)NCc2ccccc2)cc1 (stereo unspecified)
64.0%[activator]	2.9	1.8%	32.1%	21.6%[59 µM]	-25.7%	6.5%	1.8%	-11.7%	Cc1ccc(OCC(=O)NC2CCCc3ccccc32)c(C)c1 (stereo unspecified)
-8.2%	-3.0	4.5%	-13.1%	10.8%	16.0%	0.4%	-2.7%	5.0%	O=C(c1cc(S(=O)(=O)N2CCOCC2)c(Cl)cc1Cl)N1CCCCC1CO (stereo unspecified)

(listing goes on)
HP1b chromo inh	PI4K2A inh	ERG-DNA inh	JMJD2A Tudor	G9a inh	ALOX12 inh	GLS inhibitor	BAZ2B inh	RGS4 inhibitor	structure
24.2%	1.4	-2.5%	1.4%	-4.0%	12.6%	4.2%	-6.3%	-9.2%	CC(OC(=O)CNC(=O)COc1ccccc1)C(=O)N(C)Cc1ccccc1 (stereo unspecified)
17.1%	-8.9	-0.6%	?	4.1%[59 µM]	-18.9%	-4.4%	3.3%	2.9%	CCc1nn(Cc2ccc(Cl)cc2)c(=O)c2cc3cc(C)ccc3n12
20.6%	1.1	-5.8%	?	-46.8%	-12.0%	5.0%	-18.0%	31.7%[11.4 µM]	CCc1ccc(-c2cc3c(=O)n(CC(=O)NCCCN4CCN(C)CC4)ncn3n2)cc1
37.1%	-6.3	13.6%	-13.1%	22.1%[0.501 µM]	14.4%	-0.2%	-5.2%	43.3%	CCCNC(=O)COc1coc(CN2CCN(c3cccc(Cl)c3)CC2)cc1=O
21.5%	3.8	8.8%	-24.9%	?	-8.5%	?	-20.8%	-25.4%	CN(C)CCCNS(=O)(=O)c1ccc(-n2nnc3ccccc32)c([N+](=O)[O-])c1
4.8%	-1.8	2.4%	-19.0%	2.3%[59 µM]	-24.7%	6.1%	-8.0%	22.0%	O=c1oc2cc(Oc3ccc(C(F)(F)F)cc3[N+](=O)[O-])ccc2c2c1CCC2
12.1%	1.8	-4.4%	-5.5%	50.1µM*	-13.0%	0.0%	-27.4%	-14.8%	COc1cc(NC(=S)N2CCCC(C)C2)cc(OC)c1OC (stereo unspecified)
19.8%	4.9	1.3%	0.0%	28.2µM*	2.8%	-14.5%	44.7µM*	-4.8%	Cc1ccccc1OCc1nc(C#N)c(N2CCCC2)o1
0.9%	4.5	0.2%	-9.8%	19.1%	-12.5%	-18.0%	-1.0%	47.2%	CCOC(=O)C1CCN(C(=O)CNC(=O)c2nn(-c3ccc(OC)cc3OC)c(=O)c3ccccc23)CC1
33.0%	-1.2	-8.8%	-1.4%	20.4%[59 µM]	-19.3%	0.0%	30.8%[activator]	-6.6%	COC(=O)Cn1c(=NC(=O)c2ccc(Cl)s2)sc2cc(C)ccc21
23.0%	5.4	1.3%	25.1µM*	?	-17.6%	16.3%	?	-4.1%	Cc1occc(=O)c1O
22.0%	1.8	-1.7%	1.0%	4.0%[59 µM]	-20.1%	-1.3%	1.0%	2.9%	Cc1ccc2oc(-c3ccc(NC(=O)c4oc5ccc(Cl)cc5c4C)cc3)nc2c1
62.9%[activator]	1.1	-2.5%	-2.2%	/	7.8%	-0.4%	/	-7.0%	CCC(C)[C@H](NS(=O)(=O)c1ccc(F)cc1Br)C(=O)OC (stereo partly specified)
28.8%	1.9	-8.2%	-9.0%	?	-20.4%	1.4%	-5.5%	-16.9%	CC1(C)CC(=O)C2=C(C1)N(Cc1ccco1)C(=O)C2(NC(=O)c1cccnc1)C(F)(F)F (stereo unspecified)
-38.1%	9.1	13.3%	44.7µM*	39.8µM*	?	?	39.8µM*	-12.7%	Oc1ccc(/C=N/N(Cc2ccccc2)c2ccccc2)cc1
7.4%	2.7	-7.2%	20µM*	22.4µM*	?	17.2%	?	15.4%	COc1c[nH]n(C2CCCCC2)c(=O)c1=O
37.5%	-0.5	4.6%	-11.3%	12.7%[59 µM]	-20.9%	5.1%	-3.5%	17.6%	COc1ccc(C(=O)ON=C2c3ccccc3-c3ccccc32)cc1OC
57.9%[activator]	-0.1	0.9%	46.5%[activator]	13.5%[59 µM]	2.1%	12.1%	16.0%	-5.3%	CCc1ccc2occ(CC(=O)Nc3c(C(=O)c4ccccc4)oc4ccccc34)c2c1
18.7%	-1.9	-0.4%	-1.4%	23.1%[2.33 µM]	-6.4%	0.3%	4.4%	-22.0%	Cc1ccc(NC(=O)CN(C)C(=O)c2ccc(NC(=O)CC3SC(N4CCCC4)=NC3=O)cc2)cc1 (stereo unspecified)
25.8%	0.5	-11.6%	8.0%	6.2%	-4.4%	-2.2%	-22.1%	-8.8%	Cc1ccn(C(=O)c2ccc(NC(=O)C3CC3)cc2)n1
29.9%	-4.6	-10.1%	13.1%	-38.4%	-7.0%	12.3%	/	-20.8%	COc1ccc(CC(=O)NC(CC(=O)O)c2cccc([N+](=O)[O-])c2)cc1 (stereo unspecified)
-3.5%	-0.4	24.4%	?	/	?	4.1%	?	1.9%	COc1cc(/C=C2\SC(=S)N(NS(=O)(=O)c3ccc(C)cc3)C2=O)cc(OC)c1OC
20.5%	-17.8	8.1%	-20.9%	2.5%[12.7 µM]	-24.9%	-4.2%	8.5%	-14.9%	COCCn1c(-c2ccc(OC)cc2)nc2oc3cc(OC)ccc3c(=O)c2c1=O
12.9%	4.3	-5.9%	-5.6%	39.8µM*	?	1.8%	-2.4%	-2.3%	O=C(N/C(=C\c1ccco1)C(=O)N1CCCC1)c1ccccc1
4.8%	-6.6	-4.0%	-22.1%	7.1%	13.1%	3.4%	-9.6%	12.6%	CCOc1ccc2oc(C(=O)N3CCN(Cc4ccccc4)CC3)c(C)c2c1
6.2%	-0.3	/	-15.7%	6.8%	-17.8%	0.9%	-22.7%	-9.4%	Cc1ccc(OCC(=O)N/N=C\c2ccco2)c(C)c1

A portion of the library; the hit share may differ from the screen's.
